High-throughput results: PubChem, Sanford-Burnham Center for Chemical Genomics
CCR6 antag: antagonists of human CCR6 receptor; P51684; inhibition, % at 20 µM; hit rate 0.49% among 340,000; CHO-K1 CCR6 PathHunter beta-arrestin, luminescence, CCL20-stimulated;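 active means compounds whose inhibition of the agonist-driven luminescence signal at 20 µM reaches about 50%, limit read from the data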;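 further: cells stimulated with CCL20 at 14 nM final; plate controls were DMSO with CCL20 for no effect and DMSO without agonist for full effect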
Target sequence (P51684 whole entry, looked up): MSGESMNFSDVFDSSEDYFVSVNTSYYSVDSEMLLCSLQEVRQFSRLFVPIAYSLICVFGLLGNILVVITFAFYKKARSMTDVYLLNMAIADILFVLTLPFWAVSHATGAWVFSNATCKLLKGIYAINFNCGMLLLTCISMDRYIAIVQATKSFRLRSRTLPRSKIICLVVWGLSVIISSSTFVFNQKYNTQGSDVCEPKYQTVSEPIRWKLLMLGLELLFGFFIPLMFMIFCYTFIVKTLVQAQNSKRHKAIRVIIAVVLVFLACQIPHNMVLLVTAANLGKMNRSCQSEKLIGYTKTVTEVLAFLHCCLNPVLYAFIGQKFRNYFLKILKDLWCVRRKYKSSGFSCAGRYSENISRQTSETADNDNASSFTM
UPR CHOP act: apoptotic UPR (CHOP) activation; CHO-CHOP luciferase reporter, luminescence; percent of tunicamycin response over DMSO baseline; activation, % at 10 µM; hit rate 0.34% among 330,000;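 active means at 10 µM dose, activation of 40% or more, normalized to positive control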;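 further: 100% = tunicamycin at 10 µg/mL and 0% = DMSO alone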
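Assay system: CHO cells with stable CHOP pathway luciferase reporter; Buffer or medium: F12 plus 10% serum; Times: 16-18 h cell attachment, then 6 h compound exposure, 37 °C; Signal: luciferase luminescence; Read-out basis: percent activation relative to tunicamycin control; Control set: tunicamycin high control, DMSO low control.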
697 NFkB inh: lowers PMA/ionomycin-induced NF-kB signal in 697 B cells; 697 B-cell NF-kB luciferase reporter, 16 h; inhibition, % at 4 µM; hit rate 0.33% among 330,000; AID 435022; in the data active means inhibition above about 35%
CXCR6 block: CXCR6 (human) receptor inhibition | hit rate 0.36% among 360,000 | CHO-K1 PathHunter CXCR6 beta-arrestin, luminescence | O00574 | AID 602244 | inhibition, % at 20 µM; in the data active means inhibition above about 34%, passing the limit was not always enough;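 further: antagonist mode with CXCL16 agonist at 10 nM final; 0% = 10 nM CXCL16 with DMSO and 100% = unstimulated wells without agonist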
Target sequence (O00574 whole entry, looked up): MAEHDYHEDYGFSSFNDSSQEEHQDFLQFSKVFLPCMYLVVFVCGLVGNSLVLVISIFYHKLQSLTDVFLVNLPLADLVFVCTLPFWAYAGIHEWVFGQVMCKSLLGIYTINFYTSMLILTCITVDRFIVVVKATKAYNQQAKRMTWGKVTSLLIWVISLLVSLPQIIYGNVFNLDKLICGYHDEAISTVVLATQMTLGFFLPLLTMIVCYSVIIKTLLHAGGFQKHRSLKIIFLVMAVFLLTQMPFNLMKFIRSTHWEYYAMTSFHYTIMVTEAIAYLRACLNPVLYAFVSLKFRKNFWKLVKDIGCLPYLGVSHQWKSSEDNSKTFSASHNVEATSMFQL
EBI2 block: antagonists of human EBI2 receptor; EBI2 beta-arrestin recruitment, luminescence, 7a,25-OHC stimulated; AID 651636; P32249; inhibition, % at 5 µM; hit rate 0.81% among 360,000; in the data active means inhibition above about 38%;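 further: enzyme fragment complementation signal reports receptor beta-arrestin coupling in cells; 0% = agonist plus DMSO wells and 100% = wells without agonist; some results beyond the cut were filed as inactive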
Target sequence (P32249 whole entry, looked up, the tested form may be a part): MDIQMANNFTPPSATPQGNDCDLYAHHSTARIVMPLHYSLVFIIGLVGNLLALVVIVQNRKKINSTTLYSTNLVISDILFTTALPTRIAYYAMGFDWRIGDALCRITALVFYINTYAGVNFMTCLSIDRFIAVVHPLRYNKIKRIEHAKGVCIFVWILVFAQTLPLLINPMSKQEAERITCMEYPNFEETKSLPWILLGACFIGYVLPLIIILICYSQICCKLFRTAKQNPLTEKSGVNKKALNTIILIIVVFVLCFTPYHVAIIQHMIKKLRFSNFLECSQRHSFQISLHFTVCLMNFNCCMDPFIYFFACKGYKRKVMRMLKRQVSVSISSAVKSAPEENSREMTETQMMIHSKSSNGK
XBP1 UPR activ: activators of adaptive arm of unfolded protein response (XBP1) | CHO-XBP1 luciferase reporter, IRE1-XBP1 UPR activation, luminescence; percent of tunicamycin response, DMSO as zero | activation, % at 20 µM | hit rate 0.33% among 330,000;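 active means versus positive control, 20 µM dose yields 30% or more activation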;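 further: 100% = tunicamycin at 10 µg/mL and 0% = DMSO only wells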
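Material – CHO cell line with stable XBP1 luciferase reporter · Buffer or medium – F12 plus 10% FBS · Compound – single point, 20 µM final compound, 1% DMSO · Schedule – 16-18 h cell attachment at 37 °C, then 6 h compound exposure · Signal – Steady-Glo luminescence read · Benchmarks – high control tunicamycin 10 µg/mL final, low control DMSO vehicle only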
Gli-Sufu block: blocks Gli-Sufu signaling in a luciferase reporter | Sufu-KO-LIGHT fibroblasts, Gli luciferase reporter luminescence | inhibition, % at 5 µM | hit rate 0.74% among 340,000;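 active means inhibition above about 55%, limit read from the data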;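 further: 0% = DMSO-treated cells and 100% = wells with medium but no cells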
Jurkat NFkB inh: lowers PMA/ionomycin-induced NF-kB signal in Jurkat cells | hit rate 0.53% among 330,000 | PMA/ionomycin-induced NF-kB luciferase reporter, luminescence | inhibition, % at 4 µM | AID 435003; in the data active means inhibition above about 50%
Mdm2 MdmX PPI: human Mdm2/MdmX binding inhibition; O15151+Q00987; SaOS-2 split-luciferase Mdm2/MdmX complementation, luminescence; inhibition, % at 8 µM; hit rate 3% among 330,000;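 active means inhibition of at least 50% at 8 µM in the primary screen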
* marks the source's active call; other numbers are inactive results; x = no result given. No enrichment for hits. Share with any hit: about 5%.

SMILES	CCR6 antag	UPR CHOP act	697 NFkB inh	CXCR6 block	EBI2 block	XBP1 UPR activ	Gli-Sufu block	Jurkat NFkB inh	Mdm2 MdmX PPI
O=C(N/C(=C\c1cn(-c2ccccc2)nc1-c1ccccc1)C(=O)N1CCOCC1)c1ccccc1	x	-0.2	3	x	x	-1	x	5	12
Nc1c2c(nc3cccc(Cl)c13)N(c1ccccc1)CC2	5	6.1	5	-10	6	-1	15	-17	-11
COc1ccc(OCCNc2cc(N3CCCCC3)ccc2[N+](=O)[O-])cc1	17	-1.9	-15	9	24	-3	30	-26	15
NC(=O)c1oc2ccccc2c1NC(=O)CS(=O)(=O)c1ccccc1	-7	1.8	21	-6	-7	0	7	-9	16
COC(=O)c1cc(NC(=O)COC(=O)CCc2nc3ccccc3c(=O)[nH]2)cc(C(=O)OC)c1	10	-0.8	2	-2	2	-4	-3	2	-6
COc1ccc(C2C(C#N)=C3NC(=O)c4c(sc5c4CCCCC5)N3C3=C2C(=O)CC(C)(C)C3)cc1 (configuration not stated)	46	-2.7	-24	23	29	0	-17	11	2
COc1cc(/C=N/n2cnnc2)ccc1OCCSc1ccc(C)cc1	3	-0.3	-105	-14	12	-1	3	-28	-1
O=C(Nc1ccc(F)cc1)NC1CCCCC1	5	6.8	-3	-3	4	2	-25	-33	0
CC[C@H](C)[C@H](NC(N)=O)C(=O)NCCc1ccc(OC)cc1	-2	-0.6	10	12	3	-2	-14	6	14
Clc1ccccc1CN1CCN(/N=C/C=C/c2ccco2)CC1	9	2.7	-28	4	3	3	-2	-7	-6
NC(N)=NS(=O)(=O)c1ccc(N=C2C(=O)Nc3ccccc32)cc1	4	-3.1	-6	18	-1	-2	-11	-4	3
COc1ccc(Br)cc1CNC(=O)C1CCCN(c2nc3ccccc3o2)C1 (configuration not stated)	11	0.2	9	-1	-1	1	5	16	-19
CCc1ccc(NC(=O)CCC(=O)c2ccccc2)cc1	12	-2.6	7	10	-10	-3	13	-24	6
Cc1ccc(N2CC(C(=O)Nc3ccc4c(c3)OCCO4)CC2=O)cc1 (configuration not stated)	5	-3.1	7	-2	-5	-3	3	2	29
CCOc1ccc(CN2CCN(Cc3cnc(-c4ccccc4)s3)CC2CCO)cc1 (configuration not stated)	4	-1.4	-19	4	6	-4	7	1	-11
COc1ccc(C=NNC(=O)CCCC(=O)NN=Cc2ccc(OC)c(O)c2)cc1O	7	x	x	-2	-4	x	3	x	x
CC(=N\NC(=O)c1ccc([N+](=O)[O-])cc1)/C(=N/O)C(=O)Nc1ccccc1	8	-0.2	-4	5	0	-2	-3	-5	4
COc1ccc(C=C(NC(=O)c2ccccc2)C(=O)O)cc1OC	-7	x	x	-3	0	x	-25	x	x
CN(C[C@H](Cc1ccccc1)N(C[C@@H](Cc1cccc2ccccc12)N(CCc1ccccc1)N=O)N=O)N=O	17	-1.0	0	6	2	-3	4	-2	13
O=C(NCCc1ccccc1)C(=O)NN=C1CCCC1	0	4.0	-1	-8	-2	2	-16	1	15
COc1ccc(C(=O)CCC(=O)Nc2cccc(Cl)c2)cc1	2	1.7	-17	3	-1	-3	-10	-7	11
O=C(c1ccccc1)c1ccccc1NC(=O)C1CCCN1Cc1ccccc1 (configuration not stated)	18	0.8	-5	-4	0	-3	4	1	1
CN1C(=O)NC(NC(=O)c2ccncc2)(C(F)(F)F)C1=O (configuration not stated)	-4	-1.0	0	-7	-7	1	-2	-12	14
Cc1cc(N2C(=O)C(O)=C(C(=O)c3ccco3)C2c2ccc([N+](=O)[O-])cc2)no1 (configuration not stated)	10	-0.9	-2	2	-2	-4	-12	15	9
COc1ccccc1C(=O)NCCC(=O)NCc1ccncc1	5	0.9	22	-8	4	2	-6	3	-8
COc1cc(C(=O)NCc2ccccn2)ccc1OCc1c(C)noc1C	-8	-5.4	-3	7	-4	0	7	-14	-2
COc1cc(C(=O)N/C(=C\c2cn(C)c3ccccc23)C(=O)NCCCN2CCOCC2)cc(OC)c1OC	-3	-0.4	11	7	-9	0	-26	2	5
COc1ccccc1N1CCN(C(=O)CSc2ncnc3c2cnn3-c2ccc(C)c(C)c2)CC1	10	6.0	-71	x	x	2	-36	-55	-73
Cc1cc(NCCCN(C)C)n2c(nc3ccccc32)c1C#N	5	-1.5	6	5	-9	-4	5	-22	-16
O=c1cc(CSc2nnc(COc3cccc4ccccc34)o2)c2ccccc2[nH]1	8	0.0	-30	-6	11	4	20	-4	12
Cc1cc(C(=O)CN2CCC(C)CC2)c(C)n1-c1ccccc1F	-10	-3.3	-48	-2	-12	-3	70*	-59	66*
COCCNC(=O)CCc1c(C)nc2c(c(C)nn2-c2ccc(C)c(C)c2)c1C	-4	0.0	12	-1	3	-3	4	5	11
COc1ccc(N(C(=O)Cc2cccs2)C(C(=O)NC2CCCCC2)c2cccn2C)cc1 (configuration not stated)	-11	4.0	20	0	13	1	5	5	17
C=CCOC(=O)C1=C(C)OC(N)=C(C#N)C1c1ccccc1F (configuration not stated)	23	0.3	-9	0	11	-6	-8	8	21
Cc1ccc(N(CC(=O)Nc2ccc(F)c(Cl)c2)S(=O)(=O)c2c(C)noc2C)cc1	11	-0.2	2	-12	8	-2	-2	6	8
CN(Cc1cnc2nc(N)nc(N)c2n1)c1ccc(C(=O)NC(CCC(=O)O)C(=O)O)cc1C(F)(F)F (configuration not stated)	8	x	x	-7	-1	x	34	x	x
COc1ccc(CN(C(=O)CN2C(=O)C(C)Oc3ccccc32)C2CCCC2)c(OC)c1 (configuration not stated)	15	0.2	4	7	16	2	11	3	13
Cc1ccc(Cl)cc1NC(=O)CON=C(N)c1ccccc1	2	0.0	-30	2	-8	1	31	-3	5
CCOC(=O)c1ccc(S(=O)(=O)NCCN(CC)CC)cc1	13	-2.1	1	-8	8	-2	8	-12	19
CSc1sc(C(=O)O)c2c1C(=O)CC(C)(C)C2	-2	1.2	13	-3	-11	-1	4	7	22

Nothing new here: entries from further up.
SMILES	CCR6 antag	UPR CHOP act	697 NFkB inh	CXCR6 block	EBI2 block	XBP1 UPR activ	Gli-Sufu block	Jurkat NFkB inh	Mdm2 MdmX PPI
CCOC(=O)c1ccc(S(=O)(=O)NCCN(CC)CC)cc1	13	-2.1	1	-8	8	-2	8	-12	19
CSc1sc(C(=O)O)c2c1C(=O)CC(C)(C)C2	-2	1.2	13	-3	-11	-1	4	7	22

(more compounds)
SMILES	CCR6 antag	UPR CHOP act	697 NFkB inh	CXCR6 block	EBI2 block	XBP1 UPR activ	Gli-Sufu block	Jurkat NFkB inh	Mdm2 MdmX PPI
CC(C)N1CCN(Cc2ccc(C#CCCO)cc2)CC1CCO (configuration not stated)	1	-0.2	17	4	7	2	6	-10	2
CCOCCCNc1nc2c(C)cccn2c(=O)c1/C=C1\SC(=S)N(C(C)CC)C1=O (configuration not stated)	29	1.3	37*	29	27	-1	-1	6	34
CCN(CC)C(=O)c1ccc(S(=O)(=O)NCc2cccnc2)cc1	-7	0.1	2	1	0	0	11	19	0
N#Cc1ccccc1COC(=O)c1cccnc1N	9	1.7	-20	-2	7	-3	-6	0	-2
CCN(CC)C(=O)CSc1nc(N)c2c3c(sc2n1)CC(C)CC3 (configuration not stated)	12	6.4	-75	-8	-13	10	-29	-36	24
CCCCNC(=O)c1c(CSc2ccc(Cl)cc2)noc1C(=O)NCc1ccccc1	11	3.8	16	22	10	-1	6	11	-2
COc1ccc(C(=O)/C=C/c2ccc(N3CCCCC3)c([N+](=O)[O-])c2)cc1	23	-0.6	13	10	17	1	4	2	28
CCOC(=O)c1cccc(NC(=O)Nc2ccc3c(c2)C(=O)OC3)c1	-2	-1.4	-21	2	-5	0	5	-3	11
CCC(CO)Oc1cc(NC(=O)c2ccccc2Cl)c2ncn(C(C)C)c2c1 (configuration not stated)	2	-0.7	0	-9	3	1	6	-11	7
Oc1ccccc1C=NN=CC=Cc1ccccc1	2	x	x	2	10	x	-29	x	x
O=[N+]([O-])c1cccc(OCC(O)CN2CCN(S(=O)(=O)c3cc(Cl)ccc3Cl)CC2)c1 (configuration not stated)	12	1.7	-5	-6	26	-5	26	1	-4
COc1ccc(NC(=O)C2CSC(C)(C)N2C=O)cc1 (configuration not stated)	6	-2.2	-13	9	-21	1	7	6	-3
NC(=O)CSc1nnc(NC(=O)c2ccc(S(=O)(=O)N3CCOCC3)cc2)s1	10	0.1	-1	-6	-9	-1	2	-2	6
O=C(COC(=O)c1cc([N+](=O)[O-])ccc1N1CCOCC1)Nc1cc(F)ccc1F	19	-0.1	8	5	14	3	4	11	-8
O=C(Nc1ccccc1F)N(CCCN1CCOCC1)Cc1cc2cc3c(cc2[nH]c1=O)OCCO3	-3	0.1	3	1	-5	-3	-20	-23	18
CC[C@]12c3[nH]c4cc(-c5ccco5)ccc4c3CCN1C(=O)[C@@H](CC(=O)NCc1ccc(OC)c(OC)c1)C[C@@H]2C(=O)N1CCN(C(=O)C2CC2)CC1	16	3.9	5	8	-2	-2	4	x	38
O=C1C(NS(=O)(=O)c2ccc(Br)cc2)=C(N2CCCCC2)C(=O)c2ccccc21	9	0.8	0	-4	-3	-2	1	-1	22
Cc1cccc2nc(-c3cccc(NC(=O)c4ccc(Cl)cc4)c3)cn12	8	-0.3	-44	13	3	4	-13	-3	-13
CCn1nc(C)c(CN2CCC(n3nccc3NC(=O)c3ccccc3OC)CC2)c1C	-11	0.8	19	-4	-10	-5	-14	13	12
Cc1nn(-c2ccc(C(=O)O)cc2)c(C)c1Oc1ccccc1O	-7	0.7	-29	-6	7	-1	-8	-11	18
COC(=O)c1cccc(NC(=O)CC2NCCNC2=O)c1 (configuration not stated)	-10	-0.5	15	-9	7	1	-4	4	18
CC(C)c1ccc(C(=O)Nc2nnc(S(=O)(=O)N3CCOCC3)s2)cc1	1	4.9	-18	6	10	5	-1	-1	3
Cc1ccc(S(=O)(=O)N(CC(=O)N2CCCCCC2)c2ccccc2F)cc1	17	0.1	-9	3	2	0	12	-14	-15
O=C(CC1SC(N2CCCCC2)=NC1=O)Nc1cccc(C(=O)Nc2ncccc2O)c1 (configuration not stated)	2	2.6	-16	-2	-9	-1	-5	4	9
Cc1cc(NC(=O)COC(=O)C2CCC(=O)N2)c([N+](=O)[O-])cc1C (configuration not stated)	8	-2.4	4	5	-11	-1	4	3	-19
O=C(CSCCO)Nc1ccc(C2CCCCC2)cc1	2	2.8	15	3	-25	2	-17	-6	-3
C=C(C)C(=O)OCC(O)COc1ccc(C(C)(C)c2ccc(OCC(O)COC(=O)C(=C)C)cc2)cc1 (configuration not stated)	15	5.7	-26	-4	2	-6	-4	0	34

4 of the entries above in order of the EBI2 block value, falling:
Compound	CCR6 antag	697 NFkB inh	CXCR6 block	EBI2 block	XBP1 UPR activ	Jurkat NFkB inh	Mdm2 MdmX PPI
CN(C[C@H](Cc1ccccc1)N(C[C@@H](Cc1cccc2ccccc12)N(CCc1ccccc1)N=O)N=O)N=O	17	0	6	2	-3	-2	13
O=C(c1ccccc1)c1ccccc1NC(=O)C1CCCN1Cc1ccccc1 (configuration not stated)	18	-5	-4	0	-3	1	1
CN(Cc1cnc2nc(N)nc(N)c2n1)c1ccc(C(=O)NC(CCC(=O)O)C(=O)O)cc1C(F)(F)F (configuration not stated)	8	x	-7	-1	x	x	x
Cc1ccc(Cl)cc1NC(=O)CON=C(N)c1ccccc1	2	-30	2	-8	1	-3	5
